Assay outcomes from PubChem BioAssay.
Rab9 prom act – activates the Rab9 promoter; Huh7 Rab9 promoter-luciferase reporter, luminescence, 24 h; Potency, µM (top dose mostly 9.22 µM), without a hit: at the top dose activation, negative = inhibition, usual class: activators; 320,000 compounds, 2.8% hits; AID 485297; also: potency is read from the fitted curve at half-maximal effect; % of control where 0% means no effect; nearly all actives have a fitted effect of over 60% in size
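Luminescence from Amplite-detected luciferase (10 minutes, ambient) reports Rab9 promoter activation. Before that, stable Rab9-luciferase Huh7 cells (1500/well, reduced-serum OP-MEM I plus 10% FBS) were exposed to compound for 24 hours at 37C.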
p53 reactivation – mutant p53 re-activation in reporter cells | H1299 p53-A138V BP100-luciferase reporter, luminescence, 24 h | Potency, µM (series often up to 92.2 µM), without a hit: at the top dose activity change, positive = activation, actives largely listed as activators | 320,000 compounds, 0.063% hits; also: potency is read from the fitted curve at half-maximal effect; % of control where 0% means no effect; nearly all actives have a fitted effect of over 45% in size
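p53-null H1299 cells stably carrying temperature-sensitive p53-A138V and a BP100-luciferase reporter were pinned with compounds (4-point, 1:5 series) and held 24 hrs at 37 deg C. Luminescence was read 10 min after detection reagent.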
VP16 counter – Gal4-VP16 reporter inhibition counter-screen; Drosophila S2 Gal4-VP16 UAS-luciferase, luminescence, 20 h; Potency, µM (series often up to 53.6 µM), for inactives: top-dose activity, negative = inhibition, hits mostly inhibitors; 310,000 compounds, 3.5% hits;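 also: Gal4-VP16 expression switched on by copper sulfate through the metallothionein promoter; potency is read from the fitted curve at half-maximal effect; % is scaled to controls: 0 for no effect and ±100 for the full control effect; nearly all actives have a fitted effect of over 50% in size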
NPC1 promoter act – NPC1 promoter activation; AID 485313; Potency, µM (highest dose often 9.22 µM), for the others: at the top dose activation, most hits filed as activators; Huh7 NPC1 promoter luciferase reporter, 24 h; 320,000 compounds, 2.4% hits;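 also: potency is read from the fitted curve at half-maximal effect; % of control where 0% means no effect; nearly all actives have a fitted effect of over 60% in size; reporter is driven by a mutant NPC1 promoter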
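Huh7 reporter cells (NPC1 promoter driving luciferase) are dosed with compound for 24 h at 37 °C, 5% CO2; luciferase detection reagent is then added and luminescence measured after 10 min at ambient temperature.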
Tb PFK inh – T. brucei PFK enzyme inhibition | 330,000 compounds, 0.17% hits | O15648 | T. brucei PFK, ADP-Glo luminescence | Potency, µM (top dose mostly 57.5 µM), for the others: top-dose activity, negative = inhibition, actives largely listed as inhibitors;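 also: potency is read from the fitted curve at half-maximal effect; 0% = uninhibited 1x PFK enzyme wells and -100% = no-enzyme wells; nearly all actives have a fitted effect of over 60% in size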
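PFK 1.25 nM, F6P 0.5 mM, ATP 0.1 mM, 0.1 M TEA pH 8.0, 5 mM MgCl2, 0.01% Tween20, 0.1% BSA; 45 min RT. ADP-Glo readout. qHTS titration up to 57 uM; curves fitted, compounds curve-classed.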
BRCA1 expr act – activators of BRCA1 expression. MCF7-BRCA1-FFLuc reporter, luminescence, 48 h; response scale: scaled: vehicle 0%, 10 µM genistein 100%. Potency, µM (titrated, usually from 46.1 µM), without a hit: at the highest dose activation, hits mostly activators. 380,000 compounds, 1.1% hits. AID 624202; also: potency is read from the fitted curve at half-maximal effect; nearly all actives have a fitted effect of over 80% in size; some results filed as inactive show a strong effect at the top dose
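Using MCF7 cells harboring a BRCA1 firefly luciferase reporter, plated 2 h before compound pinning, the screen measured luminescence after 48 h incubation. Responses were normalized to DMSO and 10 microM genistein, then fitted for concentration-effect.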
TRPV1 agonist – activates the human vanilloid receptor TRPV1 | TRPV1-expressing cells, Fluo-8 calcium influx, agonist mode | AID 540275 | activation, % at 8.33 µM | 320,000 compounds, 0.19% hits | Q8NER1; in the data active = activation above about 80%; inconclusive = between about 30% and that limit; also: 0% is about no effect
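Cells expressing TRPV1 were dye-loaded with Fluo-8 and read kinetically: 10 s baseline, 3 min after compound (agonist portion), then 2 min after EC20 capsaicin (allosteric enhancer portion). Calcium-bound dye fluorescence at 480/520 nm.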
FLuc counter – counter-screen for miR-21 project: firefly luciferase inhibitors or activators. P08659. purified FLuc, Km substrates, luminescence inhibition. Potency, µM (top dose mostly 57.5 µM), for the others: at the top dose activity change, negative = inhibition, hits mostly inhibitors. 360,000 compounds, 6.9% hits. AID 588342;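 also: potency is read from the fitted curve at half-maximal effect; plate controls were vehicle for no effect and reference inhibitor for full effect; nearly all actives have a fitted effect of over 55% in size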
Target sequence (P08659 whole entry, looked up): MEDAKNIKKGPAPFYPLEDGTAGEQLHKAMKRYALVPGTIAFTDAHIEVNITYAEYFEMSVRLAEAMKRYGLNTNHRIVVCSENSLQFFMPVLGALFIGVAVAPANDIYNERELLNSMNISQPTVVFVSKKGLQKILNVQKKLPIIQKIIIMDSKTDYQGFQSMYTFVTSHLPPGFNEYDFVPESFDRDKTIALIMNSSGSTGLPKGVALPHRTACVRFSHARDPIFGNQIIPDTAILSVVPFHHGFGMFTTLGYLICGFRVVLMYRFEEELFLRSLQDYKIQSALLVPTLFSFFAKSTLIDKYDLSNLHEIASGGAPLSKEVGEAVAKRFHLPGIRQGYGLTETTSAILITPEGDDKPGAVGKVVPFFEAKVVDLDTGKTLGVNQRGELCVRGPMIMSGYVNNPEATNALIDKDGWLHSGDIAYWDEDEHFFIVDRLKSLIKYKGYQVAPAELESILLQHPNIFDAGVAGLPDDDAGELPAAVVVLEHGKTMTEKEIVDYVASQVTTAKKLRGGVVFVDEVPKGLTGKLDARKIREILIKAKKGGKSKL
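Purified P. pyralis luciferase (10nM final) with 10uM D-luciferin and 10uM ATP (Km levels) in 50mM Tris acetate pH 7.5, 10mM Mg acetate, 0.01% Tween-20, 0.05% BSA; qHTS 6-point titration, ~60 µM downward; luminescence read.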
ELG1 genotox – induces genotoxicity in HEK293T cells with luciferase-tagged ELG1; Potency, µM (top dose mostly 46 µM), inactives show at the top dose activity change, positive = activation, hits mostly activators; HEK293T ELG1-luciferase reporter, luminescence, 16 h; 330,000 compounds, 1.3% hits; also: potency is read from the fitted curve at half-maximal effect; % of control where 0% means no effect; nearly all actives have a fitted effect of over 60% in size
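16 hr compound incubation (37 °C, 5% CO2) of HEK293T cells carrying luciferase-tagged ELG1; luciferase then measured by ONE-Glo luminescence after 30 min at RT.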
ELG1 DNA repair – inhibitors of ELG1-dependent DNA repair in HEK293T cells. Potency, µM (series often up to 46.1 µM), without a hit: at the highest dose activity change, negative = inhibition, most hits filed as inhibitors. HEK293T ELG1-luciferase reporter, luminescence, 16 h; DNA damage induced by 5-fluorouridine. 330,000 compounds, 2.3% hits; also: potency is read from the fitted curve at half-maximal effect; % is scaled to controls: 0 for no effect and ±100 for the full control effect; nearly all actives have a fitted effect of over 55% in size
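HEK293T cells expressing luciferase-tagged ELG1 (2,000/well) received 5-Fluorouridine plus compound or DMSO for 16 hr at 37 °C. Luciferase was read by ONE-Glo luminescence after 30 min at room temperature.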
RORgamma inh – blocks mouse ROR gamma transcriptional activity; P51450; Drosophila S2 Gal4-RORgamma UAS-luciferase reporter, 20 h; Potency, µM (titrated, usually from 53.6 µM), inactives show at the top dose activity change, negative = inhibition, actives largely listed as inhibitors; 310,000 compounds, 5.4% hits; also: potency is read from the fitted curve at half-maximal effect; % is scaled to controls: 0 for no effect and ±100 for the full control effect; nearly all actives have a fitted effect of over 60% in size
Target sequence (P51450 whole entry, looked up, the tested form may be a part): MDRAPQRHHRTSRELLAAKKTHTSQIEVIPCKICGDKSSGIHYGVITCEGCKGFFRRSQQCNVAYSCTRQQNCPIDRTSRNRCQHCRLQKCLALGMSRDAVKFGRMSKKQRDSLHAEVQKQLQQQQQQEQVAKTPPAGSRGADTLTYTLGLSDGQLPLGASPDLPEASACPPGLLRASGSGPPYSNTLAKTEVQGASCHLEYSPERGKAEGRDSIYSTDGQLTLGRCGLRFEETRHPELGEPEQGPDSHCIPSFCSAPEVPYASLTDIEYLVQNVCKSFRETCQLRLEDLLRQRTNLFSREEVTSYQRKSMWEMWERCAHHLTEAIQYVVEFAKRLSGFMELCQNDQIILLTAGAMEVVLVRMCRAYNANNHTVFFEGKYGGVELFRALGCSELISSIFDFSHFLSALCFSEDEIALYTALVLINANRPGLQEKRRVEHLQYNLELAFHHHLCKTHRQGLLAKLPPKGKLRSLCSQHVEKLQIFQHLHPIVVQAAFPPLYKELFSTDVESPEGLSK
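Luciferase reporter read in Schneider cells carrying Gal4-RORγ (mouse) and UAS-Photinus luciferase; cells given compound 1 h before 700 uM copper sulfate induction, then incubated 20 h at ambient temperature.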
An asterisk follows results filed as active; ? = inconclusive; · = no result given; [ ] = remark or other dose. Unless noted, calls follow the shape of the dose curve; as a rule, active = well fitted curve in the direction sought with a large enough effect; inconclusive = small, poorly fitted or top-dose-only effect, or another doubt; inactive = no such curve, though single readings can be large; an effect the other way counts as inactive or inconclusive.

Each structure is followed by: Rab9 prom act	p53 reactivation	VP16 counter	NPC1 promoter act	Tb PFK inh	BRCA1 expr act	TRPV1 agonist	FLuc counter	ELG1 genotox	ELG1 DNA repair	RORgamma inh
1) O=C(NC(Cc1ccccc1)C(=O)NCCc1ccccn1)c1ccccc1 (centres undefined)
→ 4.4%	1.7%	-12.4%	-4.4%	-1.5%	-0.8%	2.3	0.0%	3.0%	-0.7%	17.0%
2) Cc1nnc(SCc2ccc([N+](=O)[O-])cc2)[nH]c1=O
→ -7.5%	3.5%	-1.7%[10 µM]	-4.2%	0.6%	17.5%	2.6	?	1.6%	9.2%	-1.3%
3) N#Cc1c(NC(=O)CSc2ncnc3sccc23)oc(-c2ccco2)c1-c1ccco1
→ 9.7%	3.3%	5.0%	2.7%	-28.4%	-15.5%	8.7	-14.5%	-3.0%	-16.0%	21.1%
4) Cc1ccnc2nc(C(=O)OCC(=O)N(Cc3ccccc3)C(C)(C)C)nn12
→ ·	0.7%	·	·	-1.7%	-5.4%	·	·	-1.3%	-1.6%	·
5) Cc1ccccc1C(=O)NCC(=O)Nc1ccccc1C(F)(F)F
→ -1.8%	-0.4%	2.3%	0.9%	-3.5%	-6.2%	8.5	-1.7%	-0.9%	12.6%	22.7%
6) CC1=CC2=NC(=O)CC(C)(C(=O)N(CC(=O)NC(C)(C)C)Cc3ccccc3)N2C=C1 (centres undefined)
→ -5.8%	-1.7%	4.9%	-6.1%	-0.7%	-9.3%	-1.8	-0.7%	2.7%	13.6%	1.0%
7) CC1(C)CC(=O)c2cc(C(=O)N3CCN(CCO)CC3)c(=O)n(-c3ccc(Cl)cc3)c2C1
→ -7.2%	-5.4%	-6.4%	-2.8%	0.3%	47.8%	-1.2	5.9%	-1.0%	11.6%	2.6%
8) CNC1=C(N(C(C)=O)c2ccc(Br)cc2)C(=O)c2ccccc2C1=O
→ -39.1%[inhibitor]	-39.8%[inhibitor]	12.6µM*	-34.7%[inhibitor]	-15.3%	-101.2%[inhibitor]	4.1	-6.5%	-12.7%	3.66µM*	5.62µM*
9) CCN(CCNS(=O)(=O)c1ccc2[nH]c(=O)sc2c1)c1ccccc1
→ -2.9%	-2.6%	-7.2%	0.1%	-6.6%	-26.2%	?	2.3%	-7.9%	-0.2%	-0.2%
10) COCCNC(=O)Cn1nc(C)c([N+](=O)[O-])c1C
→ -2.4%	3.9%	2.2%	-0.2%	-2.9%	-0.9%	-0.1	-0.4%	1.0%	1.3%	-5.5%
11) COc1ccc(CN2CCCCC2C)c(C)c1C (centres undefined)
→ 8.7%	-1.1%	-4.4%	-1.0%	-7.3%	-16.4%	-0.7	-1.4%[2.3 µM]	-1.3%	-2.1%	5.1%
12) Cc1cc(C(=O)COC(=O)C23CC4CC(CC(O)(C4)C2)C3)c(C)n1C
→ ·	?	·	·	-1.4%	?	·	·	8.2µM*	?	·
13) O=C(NC1CC1)c1ccc(S(=O)(=O)NCC2CCCCC2)cc1
→ -9.8%	-2.0%	-2.1%	-2.1%	3.2%	-2.5%	11.5	-1.3%	10.9%	-3.9%	11.8%
14) O=C(CSc1nc2ccccc2c(=O)n1-c1ccccc1)NCc1ccc2c(c1)OCO2
→ -3.3%	-5.4%	-10.3%	9.4%	-10.1%	-5.1%	11.8	-2.6%	-0.2%	-15.1%	35.8%
15) CCOc1ccc(CC(C(N)=O)C(N)=O)cc1
→ 0.2%	0.0%	4.9%	-4.8%	-7.9%	-20.7%	-4.3	0.2%	6.0%	17.3%	4.5%
16) CN1CCN(C(=O)c2cc3c(n(-c4ccccc4)c2=O)CC(C)(C)CC3=O)CC1
→ 6.9%	-1.8%	6.4%	3.0%	-1.3%	-0.5%	-1.3	0.6%	3.3%	1.5%	4.5%
17) COc1cc(OC)c2c(-c3cccc(-c4ccc(NC(C)=O)cc4)c3)cc(=O)oc2c1
→ ·	?	-16.1%	·	7.9%	-65.4%	·	·	?	?	-18.1%
18) O=C1C=C(c2cccc(Cl)c2O)C[C@@H](c2ccc(F)cc2)C1
→ -8.3%	-11.2%	·	0.0%	0.7%	-11.3%	15.9	2.5%	-2.0%	?	·
19) N=C(N)SCc1ccccc1Cl
→ -5.4%	-15.8%	2.4%	2.0%	-4.8%	-40.8%	-0.5	-1.1%	-1.1%	?	37.3%
20) CCC1=NN2C(=N)/C(=C/c3ccc(OS(=O)(=O)c4ccccc4)c(OC)c3)C(=O)N=C2S1
→ -0.1%	6.8%	-7.7%	-2.7%	1.8%	29.5%	-0.7	-0.8%	9.3%	26.3%	0.0%
21) Cc1c(Cl)cccc1NC(=O)CNC(=O)c1cn(-c2ccccc2)nc1-c1cccnc1
→ -6.8%	-8.4%	·	0.1%	-1.0%	-11.4%	-3.7	-2.5%	-2.8%	?	·
22) CCCC(c1nnnn1C(C)(C)CC)N1CCN(C2CCCC2)CC1 (centres undefined)
→ -3.5%	-2.4%	0.8%	5.6%	-8.3%	-16.6%	2.0	-0.5%	0.3%	5.4%	-12.2%[10 µM]
23) CNc1ncnc(Sc2ccc(Cl)cc2)c1[N+](=O)[O-]
→ -0.8%	4.3%	-2.8%	5.1%	0.0%	-37.0%	0.4	0.3%	-8.2%	0.6%	-7.3%
24) N#Cc1cccc(C#N)c1N1CCC(C#N)CC1
→ 3.1%	0.5%	-0.8%	-3.9%	1.6%	0.0%	-0.2	-0.5%	1.1%	3.1%	?
25) COc1cccc(NC(=O)COC(=O)C2CC(=O)N(c3ccc(C)cc3)C2)c1 (centres undefined)
→ -5.4%	5.4%	·	-0.1%	4.3%	4.9%	-0.2	·	-2.2%	4.5%	·
26) CNC(=O)CN1C(=O)C2C3C=CC(C3)C2C1=O (centres undefined)
→ -8.0%	28.2%	-5.6%	-4.4%	-3.5%	1.8%	4.2	1.3%	-1.4%	-2.9%	1.2%
27) COc1ccc(NC(=O)COC(=O)c2ccc(O)cc2)c([N+](=O)[O-])c1
→ -1.8%	4.1%	-10.8%	-11.7%	1.0%	28.1%	0.8	-13.6%	0.5%	-13.4%	1.3%
28) C=CCn1c(SCC(=O)O)nnc1-c1cccc(Cl)c1
→ -6.3%	1.4%	3.6%	-3.0%	-4.5%	7.9%	-2.5	-0.9%	-0.2%	3.8%	34.4%
29) Cc1cccc(C(=O)Nc2ccc(CC(=O)O)cc2)c1
→ -2.9%	-11.0%	?	-0.2%	1.5%	-68.1%	1.0	9.53µM*	2.5%	?	7.94µM*
30) Cn1c(N)c(C(=O)COC(=O)CCC2CCCC2)c(=O)n(C)c1=O
→ 0.7%	-3.7%	-8.7%	8.5%	2.9%	-0.4%	-0.6	0.8%	-17.3%	-3.0%	-0.1%
31) C/C(=N\NC(=O)c1nnn(-c2nonc2N)c1CN(C)C)c1ccco1
→ -5.1%	-1.5%	1.2%	9.8%	-17.0%	-9.5%	-1.6	0.1%	2.6%	17.0%	?
32) FC(F)(F)c1cccc(-c2nc(-c3ccncc3)no2)c1
→ ?	25.6%	3.4%	?	2.5%	-3.4%	-2.7	15.1µM*	18.3%	?	31.1%
33) Cc1ccc(-c2cn3c(n2)SCC3)cc1
→ 2µM*	?	-5.5%	2.24µM*	-2.3%	?	-0.9	?	-6.8%	?	-37.6%
34) O=C(/C=C/c1ccc(Br)cc1)NCc1cccs1
→ -3.0%	22.1%	-11.9%	-4.8%	-1.3%	80.8%	29.5	?	1.3%	?	8.7%
35) CCOc1ccc(CCNC(=O)c2cccc(S(=O)(=O)N3CC(C)OC(C)C3)c2)cc1OCC (centres undefined)
→ -3.8%	-2.0%	·	1.7%	0.3%	-21.5%	-0.2	1.7%	-5.8%	-7.8%	·
36) Cc1nnc(SCC(=O)NCC(=O)Nc2ccc(F)c(F)c2F)n1Cc1ccccc1
→ 1.8%	-1.9%	-6.8%	0.3%	-1.7%	-14.7%	-2.8	-6.0%	-1.9%	-2.5%	5.3%
37) CCC(=O)N1CCN(c2cc(C)ccc2C)CC1
→ 8.1%	4.3%	0.9%	-0.1%	?	-4.3%	?	1.7%	5.2%	11.5%	?
38) COc1ccccc1CNS(=O)(=O)c1csc(C(N)=O)c1
→ 1.2%	3.0%	10.0%	0.9%	0.6%	17.5%	1.7	-1.1%	-0.8%	6.6%	10.3%
